PLCb3 inh – human PLC-beta3 inhibitors, primary screen, biochemical, fluorescence; 1-phosphatidylinositol 4,5-bisphosphate phosphodiesterase beta-3 (Homo sapiens), Q01970; Purified PLC-beta3, fluorogenic substrate; inhibition, % at 12.2 µM; 0.18% of 370,000 active; AID 720704, 2013; in the data active = inhibition above about 11%;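 note: 0% = median of compound wells on plate and 100% = full blocker control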
ADAM17 inh – ADAM17 inhibitors, primary screen, biochemical, QFRET | AID 720648, 2013 | Disintegrin and metalloproteinase domain-containing protein 17 (Homo sapiens), P78536 | recombinant ADAM17, EDANS/DABCYL FRET peptide cleavage | inhibition, % at 6.95 µM | 0.83% of 370,000 active;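 active = inhibition above the mean of compounds lying between control limits plus 3 SD, set per campaign, cut at about 8.5% in these data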;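 note: 0% = DMSO-only wells as the low control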
SIAE primary – human SIAE inhibitors, primary screen, biochemical, fluorescence polarization, FP-Rh probe, 1536-well HTS | SIAE FP-Rh probe binding | 0.69% of 370,000 active | inhibition, % at 9.66 µM | Sialate O-acetylesterase (Homo sapiens), Q9HAT2;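 active = inhibition above a cutoff: mean of compounds within the control limits plus 3 SD of those, cut at about 17% in these data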;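 note: 0% = plate median of compound wells and 100% = probe without SIAE protein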
DDE Tn7 FP inh – inhibitors of Tn7 peptide binding to fibrin DD(E), primary screen, biochemical, fluorescence polarization, human fibrin, Tn7 probe; Fibrinogen beta chain (Homo sapiens), P02675; FP displacement of FITC-Tn7 peptide from fibrin DD(E); 0% = median of compound wells per plate; inhibition, % at 8.3 µM; 0.13% of 370,000 active; AID 720508, 2013;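 active = inhibition above the mean of compounds falling within the control limits plus 3 SD of them, cut at about 14% in these data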;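 note: 0% = plate median of compound wells and 100% = 10 µM Aha-Tn7 peptide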
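Assay system: human fibrin DD(E). Input: DD(E) 2 µM final. Medium: Tris buffer with calcium and detergent, pH 7.8. Compound dosing: single point at 8.3 µM. Timing: 10 min plus 3 h, room temperature. Technique: fluorescence polarization of the labelled Tn7 tracer. Read-out: percent inhibition. Replicates: singlicate testing.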
ADAM10 inh – human ADAM10 inhibitors, primary screen, biochemical, QFRET, HTS | Disintegrin and metalloproteinase domain-containing protein 10 (Homo sapiens), O14672 | recombinant ADAM10, EDANS/DABCYL FRET peptide cleavage, 3 h | inhibition, % at 7 µM | 0.62% of 370,000 active;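 active = inhibition above a per-campaign cutoff equal to the mean of compounds falling between control-based bounds plus 3 SD, cut at about 20% in these data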;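 note: 0% = DMSO wells while the 100% control is not disclosed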
ARFGAP1 inh – inhibitors of rat ARFGAP1 GAP activity, primary screen, biochemical, fluorescence polarization, GDP tracer | ADP-ribosylation factor GTPase-activating protein 1 (Rattus norvegicus), Q62848 | Arfgap1-stimulated ARF1 GTP hydrolysis, GDP FP detection | inhibition, % at 16.5 µM | 0.26% of 360,000 active;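 active = inhibition above a per-plate limit, mean inhibition of low control wells plus 3 SD, cut at about 25% in these data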;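 note: 0% = DMSO wells with enzyme and 100% = wells lacking Arfgap1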
Target sequence (Q62848 1-136 limits assumed): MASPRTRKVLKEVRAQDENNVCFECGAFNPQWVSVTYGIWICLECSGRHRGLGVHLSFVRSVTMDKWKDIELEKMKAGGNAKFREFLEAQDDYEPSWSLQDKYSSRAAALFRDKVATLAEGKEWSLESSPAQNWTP
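Material: truncated rat Arfgap1 GAP domain; Incubation: compound-enzyme preincubation 20 min, reaction 120 min, detection 60 min, 25 °C; Read-out: percent inhibition of Arfgap1-stimulated GTP hydrolysis; Technique: FP, GDP Alexa 633 tracer displaced from anti-GDP antibody, 620/688 nm; Controls: No-Arfgap1 wells (100%) versus DMSO full-reaction wells (0%); Replication: single well per compound.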
PLCg1 inh – PLC-gamma1 enzyme inhibitors, primary screen, biochemical, fluorescence, purified enzyme; fluorogenic substrate; inhibition, % at 12.2 µM; 0.84% of 370,000 active; in the data active = inhibition above about 9.5%
TDP2 inh – human TDP2 enzyme inhibitors, primary screen, biochemical, epi absorbance, recombinant enzyme; Tyrosyl-DNA phosphodiesterase 2 (Homo sapiens), O95551; inhibition, % at 12.8 µM; AID 720702, 2013; T5PNP hydrolysis, p-nitrophenol absorbance 415 nm; 0.34% of 370,000 active;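 active = inhibition above the mean of all tested compounds plus 3 SD, set per campaign, cut at about 25% in these data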;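 note: 0% = DMSO with enzyme and 100% = buffer with substrate but no TDP2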
Target sequence (O95551 whole entry, looked up): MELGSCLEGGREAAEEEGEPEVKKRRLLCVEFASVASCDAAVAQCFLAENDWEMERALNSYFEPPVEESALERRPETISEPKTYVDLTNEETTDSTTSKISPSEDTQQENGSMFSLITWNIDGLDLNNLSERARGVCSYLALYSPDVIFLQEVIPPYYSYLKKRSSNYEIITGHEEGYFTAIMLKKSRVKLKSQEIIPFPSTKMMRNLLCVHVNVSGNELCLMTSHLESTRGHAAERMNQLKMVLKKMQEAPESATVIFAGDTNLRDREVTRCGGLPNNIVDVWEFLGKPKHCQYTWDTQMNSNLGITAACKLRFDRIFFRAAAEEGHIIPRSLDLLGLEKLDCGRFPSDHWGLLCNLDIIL
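Test system: Human TDP2 enzyme | Reagent: 5 mM T5PNP | Compound dosing: 12.8 µM single point, 1% DMSO | Incubation: Enzyme reaction with compound for 2 h at 37 °C | Technique: p-Nitrophenol epi absorbance | Read-out: % inhibition relative to enzyme-containing and enzyme-free wells | Benchmarks: High control without enzyme, low control DMSO plus TDP2 | Replicates: Singlicate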
ASAP1 GAP inh – inhibitors of human ASAP1 ArfGAP activity, primary screen, biochemical, fluorescence polarization; Arf-GAP with SH3 domain, ANK repeat and PH domain-containing protein 1 (Homo sapiens), …; ASAP1-stimulated ARF1 GTP hydrolysis, GDP FP detection; inhibition, % at 16.5 µM; 0.19% of 360,000 active; AID 624377, 2012; in the data active = inhibition above about 25%;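 note: 0% = vehicle with enzyme and substrate and 100% = no enzyme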
Target sequence (Q9ULH1 325-724 limits assumed): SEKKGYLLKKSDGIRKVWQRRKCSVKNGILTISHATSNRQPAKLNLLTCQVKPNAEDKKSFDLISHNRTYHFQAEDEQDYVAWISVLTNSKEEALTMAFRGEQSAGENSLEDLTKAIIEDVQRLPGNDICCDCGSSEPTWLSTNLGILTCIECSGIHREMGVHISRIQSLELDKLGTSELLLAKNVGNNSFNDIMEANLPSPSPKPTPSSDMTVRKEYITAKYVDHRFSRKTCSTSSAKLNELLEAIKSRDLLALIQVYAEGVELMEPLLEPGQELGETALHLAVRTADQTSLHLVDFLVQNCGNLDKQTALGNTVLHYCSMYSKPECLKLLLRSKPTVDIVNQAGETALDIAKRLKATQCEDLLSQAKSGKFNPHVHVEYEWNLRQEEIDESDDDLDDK
Tn6 DDE FP – inhibitors of Tn6 peptide binding to fibrin DD(E), primary screen, biochemical, fluorescence polarization, human fibrin, Tn6 probe | Fibrinogen beta chain (Homo sapiens), P02675 | Fibrin DD(E) TRITC-Tn6 fluorescence polarization displacement | inhibition, % at 8.3 µM | 0.21% of 370,000 active | AID 720509, 2013;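 active = inhibition above a per-campaign cutoff: mean of compounds within control limits plus 3 SD, cut at about 15% in these data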;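 note: 0% = median of all compound wells on the plate and 100% = blocking peptide control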
Active calls of the source: *; i = inactive; & = joins results of further samples; ! = a repeat was not active.

PLCb3 inh	ADAM17 inh	SIAE primary	DDE Tn7 FP inh	ADAM10 inh	ARFGAP1 inh	PLCg1 inh	molecule	TDP2 inh	ASAP1 GAP inh	Tn6 DDE FP
4	0	-4	-14	-2	8	0	CCCCOCCCNC(=O)C[C@@H]1C[C@@]2(C(=O)OCC)CCCC=C2N(Cc2ccco2)C1=O	-16	6	0
-7	-3	-5	6	1	-1	-1	CCc1nc2n(n1)C(O)c1cc([N+](=O)[O-])ccc1S2 (stereo not given)	5	-1	-4
1	-3	2	2	-4	-8	1	Cn1c(CSCc2ccccc2)nnc1SCC(=O)Nc1ccc(C(=O)O)cc1	-9	9	2
-5	-4	-2	-2	-2	-2	-2	FC(F)(F)c1ccc(-n2cn[nH]c2=S)cc1	-4	2	-6
4&2	1&1	6&-6	0&4	5&-2	-5	11*!	OC(c1ccccc1)(c1ccccc1)C1CCN(CCCOc2ccc(F)cc2)CC1	4&-10	-5	5&-3
-19	-1	3	0	4	4	-8	O=C(NCCO)/C(=C/c1ccco1)NC(=O)c1ccco1	11	5	4
-2	3	-3	1	-3	-4	-1	CCN(c1ccccc1)c1ncnc2c1cnn2-c1ccccc1	-8	-6	-2
-1	-3	3	1	-1	-1	1	O=C(CN1C(=O)c2ccccc2C1=O)NCC(=O)OCC(=O)c1cccc([N+](=O)[O-])c1	7	-5	-7

Structures listed above shown as hits in PLCg1 inh:
PLCb3 inh	ADAM17 inh	SIAE primary	DDE Tn7 FP inh	ADAM10 inh	ARFGAP1 inh	PLCg1 inh	molecule	TDP2 inh	ASAP1 GAP inh	Tn6 DDE FP
4&2	1&1	6&-6	0&4	5&-2	-5	11*!	OC(c1ccccc1)(c1ccccc1)C1CCN(CCCOc2ccc(F)cc2)CC1	4&-10	-5	5&-3

Remaining list, next part.
PLCb3 inh	ADAM17 inh	SIAE primary	DDE Tn7 FP inh	ADAM10 inh	ARFGAP1 inh	PLCg1 inh	molecule	TDP2 inh	ASAP1 GAP inh	Tn6 DDE FP
-4	-4	3	5	-14	10	1	O=C(NCc1cccs1)c1csc(COCCO)n1	-5	1	-4
0	-2	-1	-5	-2	-16	-1	Cc1ccc(S(=O)(=O)N2[C@@H](c3ccc(C(C)(C)C)cc3)C(C(=O)O)=CC[C@H]2c2ccc3c(c2)OCO3)cc1	6	-16	2
-4	0	0	-4	-13	7	5	Cc1ccc(Cn2nc(C)c3cc(C(=O)OCC(N)=O)sc32)cc1	-9	-5	-4
-1	-4	-2	4	-6	9	0	COc1ccc(OC)c(S(=O)(=O)N2C(C)CCCC2C)c1 (stereo not given)	-4	3	-2
-6	9.3*	-14	4	13	7	-2	CC(C)Nc1nc(NC(C)C)nc(N(C#N)CCOc2ccc(Cl)cc2Cl)n1	-15	8	0
-1	-6	16	-5	-3	4	0	COc1cc(Cl)c(S(=O)(=O)NCCCN2CCOCC2)cc1Cl	3	0	-3
-34	-13	3	-1	-26	0	-15	Cc1c(NC2=CC(=O)CCC2)c(=O)n(-c2ccccc2)n1C	-7	5	3
-5	-2	0	-5	0	-4	0	CCOc1ccccc1CNCCNC(=O)c1nonc1N	-2	10	-1
5	0	-4	-14	6	11	3	Cc1ccc(C(=O)Nc2ccc(C(=O)O)cc2)cc1S(=O)(=O)NCc1ccccc1	-1	12	-6
-8	-2	3	-6	5	-1	3	NS(=O)(=O)c1ccc(NC(=O)COC(=O)c2cnccn2)cc1	4	15	-3
-1	-3	4	-2	3	-10	1	CCc1c(C)nc2ncnn2c1N1CCC(C(=O)N2CCN(c3ccc(F)cc3)CC2)CC1	6	3	-6
-3	-10	-5	2	-24	4	-4	COc1ccc2nc(SCC(N)=O)cc(C)c2c1	6	6	-3
2	1	-5	3	-5	-2	-1	CCN(CC)C(=O)C1=C(C)N(Cc2ccc(OC)cc2)C(=O)C(CC(=O)NCc2ccco2)C1 (stereo not given)	10	-11	1
2	-4	3	-4	-23	2	1	CCCCc1cc(=O)oc2cc(OCC(=O)NC(Cc3c[nH]c4ccc(O)cc34)C(=O)O)ccc12 (stereo not given)	3	-5	-7
1	6	-8	5	10	-1	-1	C[C@H](NS(=O)(=O)c1ccc(Cl)cc1)C(=O)OCC(=O)NC(=O)Nc1ccc2c(c1)OCCO2	-6	6	4
-1	-3	9	-2	-2	-2	-1	O=C1Nc2ccccc2N(O)N1c1ccc(Cl)c(Cl)c1	8	1	0

Entries above with a furan ring, fused or not, in the order listed:
PLCb3 inh	ADAM17 inh	SIAE primary	DDE Tn7 FP inh	ADAM10 inh	ARFGAP1 inh	PLCg1 inh	molecule	TDP2 inh	ASAP1 GAP inh	Tn6 DDE FP
4	0	-4	-14	-2	8	0	CCCCOCCCNC(=O)C[C@@H]1C[C@@]2(C(=O)OCC)CCCC=C2N(Cc2ccco2)C1=O	-16	6	0
-19	-1	3	0	4	4	-8	O=C(NCCO)/C(=C/c1ccco1)NC(=O)c1ccco1	11	5	4
2	1	-5	3	-5	-2	-1	CCN(CC)C(=O)C1=C(C)N(Cc2ccc(OC)cc2)C(=O)C(CC(=O)NCc2ccco2)C1 (stereo not given)	10	-11	1

(more compounds)
PLCb3 inh	ADAM17 inh	SIAE primary	DDE Tn7 FP inh	ADAM10 inh	ARFGAP1 inh	PLCg1 inh	molecule	TDP2 inh	ASAP1 GAP inh	Tn6 DDE FP
1	-2	2	0	-5	-10	-1	CCOC(=O)N1CCN(C(=O)CNS(=O)(=O)c2cccs2)CC1	5	-3	-3
-9	4	4	-1	3	7	4	CSc1ccc(CN(C)C(=O)c2cc3ccccc3o2)cc1	15	-9	2
-9	-6	0	7	-16	11	-1	CC(C)CN(C(=O)Cn1ccccc1=O)C1CCS(=O)(=O)C1 (stereo not given)	-3	-2	-8
1	-3	-3	2	-13	-15	2	CCNC(=O)N(CC)C[C@H]1N[C@@](C)(C(=O)OC)[C@H]2C(=O)N(Cc3ccccc3)C(=O)[C@@H]12	-7	11	0
-13	-2	0	6	2	-16	-5	Cc1ccc(/C=N/NC(=O)C(=O)N/N=C/c2ccc(C)o2)o1	4	1	3
-10	-4	1	-4	-4	4	6	Cc1ccc(S(=O)(=O)NCCC(=O)NC2CC2)cc1	1	-1	2
i	-352	-3	5	i	-6	i	COc1ccc2oc3ccccc3c(=O)c2c1	5	-5	3
2	5	4	-2	-8	5	0	COc1ccc2c(c1)Cc1c-2cc(Br)c(N)c1Br	-5	-2	3
-8	-1	0	0	0	-2	3	COc1cc2c(cc1OC)CN(C(=O)c1sc(-c3cnccn3)nc1C)CC2	-1	8	-1
4	1	-3	-5	3	12	-1	Cc1c(C(=O)OCCOc2ccc(Br)cc2)sc(=S)n1C	0	1	3
0	0	-2	-1	13	3	-1	COC(=O)c1sc2cc(=O)n(-c3cccc(C(F)(F)F)c3)nc2c1O	-1	5	-6
-3	-4	-3	2	-1	8	3	Cc1c(NC(=O)c2cc(=O)[nH]c(=O)[nH]2)c(=O)n(-c2ccccc2)n1C	-3	-3	2
1	-1	-2	-3	3	4	3	O=C(CN1C(=O)NC2(CCCC2)C1=O)Nc1ccc(S(=O)(=O)N2CCOCC2)cc1	5	-4	-1
2	-3	3	-5	-1	0	2	COc1ccc(S(=O)(=O)N(CC(=O)Nc2cc(C)on2)Cc2ccccc2)cc1	2	4	6
-7	-7	2	-7	-2	7	-1	Cc1ccc(S(=O)(=O)N(C)C)cc1NC(=O)CSc1nc2ncc(Cl)cc2[nH]1	5	6	-7
-54	-26	7	4	-99	1	-40	O=C(NCc1ccccc1)c1cc(=O)[nH]c2ccccc12	-3	-3	-4
-7	-3	5	7	9	-4	-6	Cc1ccc(NC(=O)C(C)Sc2nc(=O)cc(N)n2-c2ccccc2)cc1 (stereo not given)	4	6	8
-8	-3	-3	1	-11	4	1	O=C(CN1CCN(C(=O)c2ccccc2Cl)CC1)Nc1cccc(S(=O)(=O)N2CCCC2)c1	4	2	-2
-2	7	-11	-6	17	0	-1	COC(=O)c1c(CSc2ccc(C)c(C)c2)noc1C(=O)NCc1ccc(OC)cc1	-8	6	-9
-33	-53	-2	-3	-166	20	-15	CC(Oc1ccc2c3c(c(=O)oc2c1)CCCC3)C(=O)NCCN1CCOCC1 (stereo not given)	-5	4	3
-3	-2	-6	7	0	-11	0	CCCn1nnnc1SCC(=O)N1CCCCC1	4	-2	3
-28	-102	-2	-1	-308	-2	-32	CCCCn1c(-c2ccccc2)nc2c(=O)n(C)c(=O)[nH]c21	10	-6	1
-4	5	7	10	-4	8	3	Cc1ccccc1CNC(=O)C1CCC(=O)N(Cc2cccc(F)c2)C1 (stereo not given)	-4	2	0
5	3	10	11	3	-9	1	CC(C)N=Cc1c(O)[nH]c2ccccc12	-1	-18	7
-4	4	-11	9	4	5	3	COc1cc(C(=O)OCC(=O)Nc2sccc2C(N)=O)cc(OC)c1OC	-9	-8	4
4	-1	8	2	-1	-18	0	Cc1cc(=O)[nH]c(SCCCOc2ccc(F)cc2)n1	9	-22	5

2 neighbouring records already listed, for reference:
PLCb3 inh	ADAM17 inh	SIAE primary	DDE Tn7 FP inh	ADAM10 inh	ARFGAP1 inh	PLCg1 inh	molecule	TDP2 inh	ASAP1 GAP inh	Tn6 DDE FP
-4	5	7	10	-4	8	3	Cc1ccccc1CNC(=O)C1CCC(=O)N(Cc2cccc(F)c2)C1 (stereo not given)	-4	2	0
5	3	10	11	3	-9	1	CC(C)N=Cc1c(O)[nH]c2ccccc12	-1	-18	7

Source: PubChem BioAssay (The Scripps Research Institute Molecular Screening Center)
